APOBEC3A inh: APOBEC3A ssDNA deaminase inhibitors, primary screen, selectivity assay for APOBEC3G inhibitor project, biochemical, FAM/TAMRA oligo cleavage fluorescence. 330,000 tested, 0.41% active. inhibition, % at 20 µM. AID 493011, 2011. recombinant A3A, FAM/TAMRA ssDNA deamination fluorescence. DNA dC->dU-editing enzyme APOBEC-3A (Homo sapiens), P31941;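 active = at least 40% inhibition at 20 µM here, with at most 30% in a related deaminase screen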;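 also: plate controls were A3A with DMSO for no effect and wells lacking A3A enzyme for full effect; some results filed as inactive read as strong as hits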
Target sequence (P31941 whole entry, looked up): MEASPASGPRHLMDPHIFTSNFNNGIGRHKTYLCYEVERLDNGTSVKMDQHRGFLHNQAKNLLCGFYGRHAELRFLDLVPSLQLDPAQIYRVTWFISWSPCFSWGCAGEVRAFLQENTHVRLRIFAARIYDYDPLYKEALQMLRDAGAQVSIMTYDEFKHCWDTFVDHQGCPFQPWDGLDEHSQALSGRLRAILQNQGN
ATG4B inh: ATG4B protease inhibitors, primary screen, biochemical, fluorescence, uHTS; AID 504462, 2011; inhibition, % at 8.33 µM; 340,000 tested, 0.51% active; ATG4B cleavage of LC3-PLA2, NBD-HPC fluorescence, 1 h; in the data active = inhibition above about 40%
Target sequence (Q9Y4P1 whole entry, looked up): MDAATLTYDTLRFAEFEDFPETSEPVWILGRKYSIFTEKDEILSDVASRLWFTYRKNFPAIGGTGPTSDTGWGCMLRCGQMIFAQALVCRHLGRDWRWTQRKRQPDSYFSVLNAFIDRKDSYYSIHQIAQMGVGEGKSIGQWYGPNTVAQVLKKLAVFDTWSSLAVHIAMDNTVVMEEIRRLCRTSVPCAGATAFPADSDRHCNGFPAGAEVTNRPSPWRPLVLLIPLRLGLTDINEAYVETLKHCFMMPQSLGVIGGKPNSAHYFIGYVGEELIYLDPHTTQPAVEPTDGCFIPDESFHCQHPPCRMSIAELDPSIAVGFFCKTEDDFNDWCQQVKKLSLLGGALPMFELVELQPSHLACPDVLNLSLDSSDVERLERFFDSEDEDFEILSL
mIAP act: activators of mouse IAP, primary screen, biochemical, luminescence, uHTS; muIAP, CDP-Star luminescence, 30 min; stronger effect = higher value; 1 = vehicle-only enzyme signal, 0 = enzyme-free wells; intestinal alkaline phosphatase [Mus musculus]; 330,000 tested, 0.24% active; activation factor at 10 µM;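 active = activation factor of at least 2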; also: the source names both 10 and 20 µM as test concentration; values of inactives mirror those of a sister screen read the other way
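System: Mouse IAP enzyme | Also added: CDP-Star substrate | Dosing: Compounds dispensed in DMSO | Schedule: 30 min enzyme-substrate-compound incubation at room temperature | Technique: Chemiluminescence readout | Control set: DMSO-only wells and no-enzyme negative control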
hIAP inh: human IAP inhibitors, primary screen, biochemical, luminescence, uHTS; Intestinal-type alkaline phosphatase (Homo sapiens), P09923; purified IAP, CDP-Star luminescence, 30 min; inhibition, % at 10 µM; 330,000 tested, 0.12% active; AID 2544, 2010;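 active = inhibition reaching a set limit with compound at 10 µM in the primary screen, cut at about 35% in these data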;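 also: plate controls were DMSO wells with enzyme for no effect and no-enzyme buffer wells for full effect; values of inactives mirror those of a sister screen read the other way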
MPTP block: mitochondrial permeability transition pore inhibitors, primary screen, biochemical, isolated mouse mitochondria, absorbance; Ca2+ swelling absorbance, 30 min; 360,000 tested, 1.4% active; inhibition, % at 10 µM;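 active = inhibition of 50% or more, scaled per plate between neutral and stimulator controls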;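 also: 0% = DMSO wells given calcium and 100% = 1 mM EGTA wells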
mIAP block: inhibitors of mouse IAP, primary screen, biochemical, luminescence, uHTS; intestinal alkaline phosphatase [Mus musculus]; 330,000 tested, 0.2% active; purified mouse IAP, CDP-Star luminescence, 30 min; AID 2806, 2010; inhibition, % at 10 µM;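 active = inhibition of at least 40% at 10 µM in the primary screen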;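 also: plate controls were DMSO with enzyme for no effect and no enzyme wells for full effect; values of inactives mirror those of a sister screen read the other way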
hIAP act: human IAP activators, primary screen, biochemical, luminescence, uHTS; Intestinal-type alkaline phosphatase (Homo sapiens), P09923; purified human IAP, CDP-Star luminescence, 30 min; stronger effect = higher value; 1 = vehicle-only enzyme, 0 = enzyme-free background; activation factor at 10 µM; 330,000 tested, 0.16% active; AID 2524, 2010;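 active = activation factor of the enzyme at least 2-fold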; also: the source names both 10 and 20 µM as test concentration; values of inactives mirror those of a sister screen read the other way
APOBEC3G inh: APOBEC3G DNA deaminase inhibitors, primary screen, biochemical, fluorescence, single-stranded DNA substrate, uHTS; 330,000 tested, 0.28% active; AID 493012, 2011; inhibition, % at 20 µM; recombinant A3G, ssDNA deamination FAM/TAMRA fluorescence;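 active = inhibition of at least 40% at 20 µM, with no more than 30% in the related APOBEC3A deaminase screen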;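 also: plate controls were DMSO wells with A3G for no effect and wells lacking A3G enzyme for full effect; some compounds called inactive have numbers as strong as hits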
Target sequence (Q9HC16 whole entry, looked up): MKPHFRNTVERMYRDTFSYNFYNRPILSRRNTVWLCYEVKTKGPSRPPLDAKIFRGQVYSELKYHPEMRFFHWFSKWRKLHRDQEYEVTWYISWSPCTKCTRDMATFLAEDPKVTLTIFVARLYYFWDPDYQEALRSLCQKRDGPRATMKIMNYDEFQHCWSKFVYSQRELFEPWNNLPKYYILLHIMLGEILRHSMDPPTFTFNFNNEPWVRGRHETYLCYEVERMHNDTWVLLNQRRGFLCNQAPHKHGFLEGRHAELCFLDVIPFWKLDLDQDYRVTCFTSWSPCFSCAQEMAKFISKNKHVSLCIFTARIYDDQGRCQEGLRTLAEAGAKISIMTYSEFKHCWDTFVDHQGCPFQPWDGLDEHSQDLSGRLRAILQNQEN
beta cell repl: inducers of MIN6 beta-cell proliferation, primary screen, ATP luminescence, uHTS; AID 2380, 2010; MIN6 cells proliferation, ATPlite luminescence, 48 h; cells starved in 0.2% serum; 100% = growth in 10% serum; 330,000 tested, 0.29% active; proliferation, % at 10 µM;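 active = compounds whose signal lies at least 3.5 SD above the mean of all wells on their plate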;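 also: 0% = DMSO-treated cells in low-serum medium and 100% = 10% serum control; some compounds called inactive have numbers as strong as hits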
* hit, by the source's call; x = no result given.

SMILES	APOBEC3A inh	ATG4B inh	mIAP act	hIAP inh	MPTP block	mIAP block	hIAP act	APOBEC3G inh	beta cell repl
S=C(Nc1ccc(Cl)cc1Cl)N1CCCCC1	-3	2	1.1	-2	1.0	-9	1	-8	-2
O=C(C(Cc1ccccc1)n1cccc1)N1CCN(c2ncccn2)CC1 (stereo not drawn)	-2	-4	1	16	-0.3	-1	0.84	-9	-1
COc1ccc(CSc2nc(N3CCOCC3)c3c(c2C#N)CC(C)(C)OC3)cc1	0	-11	0.98	14	0.2	2	0.86	-2	-2
O=C(/C=C/c1ccccc1[N+](=O)[O-])Nc1ccccc1	3	4	1	11	6.1	-1	0.89	-7	-4
N#CC(c1ccc(Cl)nn1)c1ccccc1Cl (stereo not drawn)	-1	-2	0.96	6	1.5	4	0.94	-6	-3
CCOCCCNC(=O)c1cc2c(=O)n3ccccc3nc2s1	0	-2	0.98	-7	0.1	2	1.1	-2	-1
CC(OC(=O)c1ccccc1C(=O)N(C)c1ccccc1)C(=O)Nc1ccc(C(N)=O)cc1 (stereo not drawn)	13	-5	0.99	-8	1.6	1	1.1	-12	-4
CC(C)n1nc(C(=O)Nc2nnc(C3CC3)s2)c2ccccc2c1=O	0	-2	0.92	4	-2.6	8	0.95	-7	3
CCOC(=O)C1=CN(Cc2ccco2)S(=O)(=O)N(C)C1c1ccc2ccccc2c1 (stereo not drawn)	5	4	0.87	x	-1.5	13	x	6	x
COc1ccc(NC(=O)CN2CCN(CC(=O)Nc3ccc(F)cc3F)CC2)cc1	-1	2	0.95	-9	0.6	5	1.1	-6	0
CC(C)(O)CC[C@@H](O)[C@](C)(O)C1CC[C@@]2(O)C3=CC(=O)[C@@H]4C[C@@H](O)[C@@H](O)C[C@]4(C)C3CC[C@]12C (stereo partly drawn)	-3	-8	0.95	4	-1.7	5	0.96	-9	0
Cc1ccc(C(=O)NNC(=O)c2cc3ccccc3cc2O)cc1	-7	-2	0.79	-92	-0.2	22	1.9	-3	-2
Oc1oc(-c2ccccc2Br)nc1/C=N/c1ccccn1	-4	-2	0.99	-10	1.8	1	1.1	-4	-3
CCS(=O)(=O)NCC(c1cccnc1)N1CCN(c2ccccc2)CC1 (stereo not drawn)	2	-4	1.1	-4	-0.6	-11	1	0	-5
O=C(NCC(c1ccco1)N1CCCCC1)c1ccc(NS(=O)(=O)c2ccc(F)cc2)cc1 (stereo not drawn)	-6	9	0.99	-3	-0.1	1	1	-5	-4
CCOCc1nnc(NC(=O)c2cc(OC)c(OC)c(OC)c2)s1	-6	7	1.1	-24	2.3	-10	1.2	-6	-1
O=C(c1ccc(F)cc1)N1CCN(c2ccc(N3CCOCC3)nn2)CC1	2	-12	0.88	3	0.0	12	0.97	0	-1
Cc1cc(Cl)ccc1OCC(=O)NCc1ccncc1	0	-14	1	-1	0.8	-2	1	-2	-2
CC(=O)Nc1nc2ccccc2n1CCOc1ccccc1	-8	-14	0.95	-14	0.5	5	1.1	-6	-2
Cc1ccnc(NS(=O)(=O)c2ccc(NC(=O)c3c(-c4ccccc4Cl)noc3C)cc2)n1	-3	-1	1	-24	0.3	-3	1.2	-1	-3
CC(C)c1nc(SCC(=O)Nc2ccc(N3CCOCC3)cc2)c2ccccc2n1	-1	-6	0.93	5	2.2	7	0.95	-4	2
O=C(NCC(c1ccco1)N1CCN(c2ccccc2F)CC1)c1ccco1 (stereo not drawn)	-2	-6	0.95	-15	-0.8	5	1.1	-4	-4
CC(C)c1ccc(NC(=O)NC(C)c2ccc3c(c2)OCO3)cc1 (stereo not drawn)	1	6	4.5*	-16	3.4	-352	1.2	-7	-5
O=C(NCc1ccco1)C(c1cccs1)N(C(=O)Cc1cccs1)c1ccccc1 (stereo not drawn)	-1	-3	1	-2	0.1	-2	1	0	1
CCCC(=O)Nc1ccc(C(=O)Nc2nnc(COCC)s2)cc1	5	1	1	1	-2.2	0	0.99	-1	3
SMILES	APOBEC3A inh	ATG4B inh	mIAP act	hIAP inh	MPTP block	mIAP block	hIAP act	APOBEC3G inh	beta cell repl
CCN(CC)CCCNC(=O)C1c2ccccc2C(=O)N1Cc1ccc(C)cc1 (stereo not drawn)	-3	-10	0.94	11	-1.9	6	0.89	-9	-2
CC(=O)c1c(O)cc(C(C)C)n(-c2ccccc2)c1=O	-1	-4	1	1	1.8	-4	0.99	-6	-2
NCc1nc(-c2ccc(Cl)cc2)no1	-2	-3	1.1	-12	-1.3	-7	1.1	-4	-3
COc1ccc(NC(=O)N2CCCC2C(=O)NC23CC4CC(CC(C4)C2)C3)cc1 (stereo not drawn)	-6	3	1	-12	-0.7	0	1.1	0	-1
CN(C)CCCN1C(=O)c2cc3ccccc3cc2C1=O	-6	3	1	-6	0.7	-1	1.1	-5	-2
N#CC1=C(N2CCOCC2)/C(=C\c2ccccc2)CC1	-7	1	0.98	-12	4.5	2	1.1	-7	0
CCOC(=O)CSc1nc(C)[nH]c1[N+](=O)[O-]	2	-5	1	-10	-0.9	0	1.1	0	0
Cc1cccc(-c2cc3nc4c(c(N5CCC6(CC5)OCCO6)n3n2)CCCC4)c1	-2	16	1.1	-2	2.0	-7	1	-6	-5
O=C(CSc1nnc(NC(=O)c2cccc(Cl)c2)s1)NCC1CCCO1 (stereo not drawn)	-5	-1	1	-6	-1.8	0	1.1	-6	-3
COc1ccc(Nc2nc(Cl)c(C=O)s2)cc1	9	x	1	8	-2.7	-4	0.92	15	-6
Cc1ccc(OCCNS(=O)(=O)c2ccc(N3CCCC3=O)cc2)cc1C	2	-37	0.93	-8	104*	8	1.1	-2	-5
O=S(=O)(c1cccc2nonc12)N1CCN(c2cccc(Cl)c2)CC1	2	4	0.86	11	1.6	14	0.89	-4	0
CCOC(=O)C1CCCN(S(=O)(=O)c2cn(C)c(=O)n(C)c2=O)C1 (stereo not drawn)	-2	7	0.99	-6	0.9	1	1.1	-3	4
Cc1c(=O)n(OCc2ccccc2F)c2ccccc2[n+]1[O-]	0	-6	0.98	-14	3.8	2	1.1	0	-1
Cc1cc(/C=N/Nc2ccc([N+](=O)[O-])cn2)c(C)n1-c1ccccc1	3	0	1	3	-1.6	-3	0.97	4	-1
Nc1c(C(=O)OCC(=O)Nc2ccc(OC(F)F)cc2)[nH]c(=O)[nH]c1=O	-2	-7	0.98	3	-0.9	2	0.97	0	0
CCCOP(=O)(OCCC)C(Nc1ccc(C(C)C)cc1)c1ccc([N+](=O)[O-])cc1 (stereo not drawn)	2	10	0.93	-9	2.7	7	1.1	-5	-6
CCC(C)[C@H]1CN=C(N)N1CCc1cccc(F)c1 (stereo partly drawn)	0	-2	1.1	-4	11	-6	1	-6	1
Cn1c(CN2CCOCC2)nnc1SCC(=O)Nc1cccc(C(F)(F)F)c1	-2	-6	0.95	2	0.3	5	0.98	-12	-1
O=C(c1ccccc1)N1CCSC1=S	0	-4	1	0	1.7	0	1	-3	0
COc1cc2c(C(=O)NCCN(C)C)cn(CC(C)C)c(=O)c2cc1OC	0	0	1	11	-0.5	-3	0.89	-3	3
N/C(=N\OC(=O)C1CCCCC1)c1cccnc1	-6	-3	1.1	-11	-2.0	-8	1.1	-4	-1
Cc1ccc(/C=C(\C#N)C(=O)NC(C)C)o1	-1	-2	1	3	0.2	0	0.97	-7	-1
CC12CCC(=O)N1C(C(=O)Nc1nc(-c3ccc(F)c(F)c3)cs1)CS2 (stereo not drawn)	1	-3	0.96	-10	1.0	4	1.1	-5	-2
CC(C)(C)OC(=O)CC[C@@H](C(=O)N1CCN(C(=O)OC(C)(C)C)CC1)n1cc(C(CO)NC(=O)OC(C)(C)C)nn1 (stereo partly drawn)	-4	-6	1	7	-1.4	0	0.93	-6	3

Three compounds from above, sorted by the value under MPTP block, falling:
molecule,MPTP block
Cc1ccc(OCCNS(=O)(=O)c2ccc(N3CCCC3=O)cc2)cc1C,104*
N#CC1=C(N2CCOCC2)/C(=C\c2ccccc2)CC1,4.5
O=C(c1ccccc1)N1CCSC1=S,1.7

(more compounds)
SMILES	APOBEC3A inh	ATG4B inh	mIAP act	hIAP inh	MPTP block	mIAP block	hIAP act	APOBEC3G inh	beta cell repl
CC(C)CC(=O)Nc1nnc(S(=O)(=O)N2CCCCCC2)s1	0	0	0.96	0	-0.5	4	1	-8	-2
COc1cc(-c2nnc(SCC3(c4ccc(Br)cc4)OCCO3)o2)cc(OC)c1OC	-19	-7	0.94	8	3.2	6	0.92	-4	-3
CCCN1CCN(C2CCCCC2NS(=O)(=O)c2ccccc2)CC1 (stereo not drawn)	0	0	1.1	0	0.6	-6	1	3	-2
CC(=O)N/C(=C\c1ccccc1)C(=O)OCc1ccccc1	-5	-8	1.1	-25	0.0	-6	1.2	-6	0
CCNc1ccc(C(=O)OCC(=O)N(Cc2ccccc2)C(C)(C)C)cc1[N+](=O)[O-]	-1	43*	0.91	8	2.6	10	0.92	4	-4
CN1CCN(S(=O)(=O)c2ccc(NC(=O)C3CCCCC3)cc2)CC1	-2	0	1	-6	0.5	-4	1.1	-6	-5
C[C@H](NC(=O)c1ccco1)C(=O)Nc1ccc(S(=O)(=O)N2CCCC2)cc1	2	-9	1	-6	-0.5	-1	1.1	6	-1
O=C(Cc1sc(-c2ccccc2Cl)nc1-c1ccccc1)Nc1ccccc1	-2	3	0.97	4	-5.6	3	0.96	-3	-3
O=C(Cc1ccccc1)NN1C(=O)C2C3C=CC(C3)C2C1=O (stereo not drawn)	-1	2	1	-17	-3.1	-3	1.2	-4	3
Cc1ccc(S(=O)(=O)Cn2nnnc2CN2CCOCC2)cc1	-2	3	1	-15	0.6	-5	1.1	5	-2
COC(=O)CCC(=O)NC1CC(C)(C)Cc2c1cnn2-c1ccccc1 (stereo not drawn)	0	-1	1.1	-6	0.3	-7	1.1	-3	0
O=C(O)c1ccc2c(c1)ncn2C1CCCCC1	-7	-25	0.98	16	0.5	2	0.84	-10	-1
Cc1ccc2c(c1)C=CC(C#N)N2C(=O)c1ccccc1 (stereo not drawn)	-1	0	0.94	-13	1.2	6	1.1	-5	-1
COc1cc(C(=S)N2CCOCC2)ccc1OS(=O)(=O)c1ccc(Cl)cc1	-4	3	0.85	11	0.5	15	0.89	-7	-1
OC(CCN1CCCCC1)(c1ccccc1)c1ccccc1	-1	-5	1	-8	0.8	-1	1.1	-7	-3
Cc1csc(NC(=O)c2ccccc2C(=O)O)n1	-4	-3	0.98	-3	1.3	2	1	-4	0
O=C(O)[C@H](Cc1ccccc1)N1C(=O)c2ccncc2C1=O	-9	1	1.2	3	-2.8	-19	0.97	-5	1

Part of the list above in order of formula weight, ascending:
SMILES	APOBEC3A inh	ATG4B inh	mIAP act	hIAP inh	MPTP block	mIAP block	hIAP act	APOBEC3G inh	beta cell repl
O=C(O)c1ccc2c(c1)ncn2C1CCCCC1	-7	-25	0.98	16	0.5	2	0.84	-10	-1
OC(CCN1CCCCC1)(c1ccccc1)c1ccccc1	-1	-5	1	-8	0.8	-1	1.1	-7	-3
CCNc1ccc(C(=O)OCC(=O)N(Cc2ccccc2)C(C)(C)C)cc1[N+](=O)[O-]	-1	43*	0.91	8	2.6	10	0.92	4	-4

Assay outcomes: PubChem, Sanford-Burnham Center for Chemical Genomics
